# Efflux pump inh = antifungal efflux pump inhibition, Nile Red retention | 0.44% of 330,000 active | S. cerevisiae Candida pump triplex | inhibition, % at 10 µM;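 active means plate passing quality check with inhibition over a set limit, or well fluorescence over plate mean plus 4 SD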;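 further: Nile Red retained in pooled yeast measured as flow cytometry median fluorescence; 0% = buffer negative control and 100% = Enniatin B positive control; higher means more Nile Red kept so more efflux inhibition; some compounds called inactive have numbers as strong as hits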
# CTSL1 counter = blocks F. hepatica cathepsin L1 in PFM18AAP counter-screen; recombinant F. hepatica cathepsin L1, Z-Leu-Arg-MCA fluorescence; inhibition, % at 5.96 µM; 0.49% of 300,000 active;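 active means inhibition above the mean of all tested compounds plus 3 SD, set per screening campaign, cut at about 17% in these data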;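 further: 0% = plate median of test compound wells and 100% = 1 µM Z-Phe-Ala-diazomethylketone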
# LYPLA2 counter = counter-screen for PME1 inhibitors: inhibitors of human LYPLA2; AID 2177; O95372; inhibition, % at 5.9 µM; recombinant LYPLA2, FP-Rh probe fluorescence polarization; 0.38% of 320,000 active;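 active means inhibition above the screen-wide mean plus 3 SD, limit set per campaign, cut at about 26% in these data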;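 further: 0% = LYPLA2 with DMSO and 100% = wells lacking LYPLA2 enzyme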
# Target sequence (O95372 whole entry, looked up): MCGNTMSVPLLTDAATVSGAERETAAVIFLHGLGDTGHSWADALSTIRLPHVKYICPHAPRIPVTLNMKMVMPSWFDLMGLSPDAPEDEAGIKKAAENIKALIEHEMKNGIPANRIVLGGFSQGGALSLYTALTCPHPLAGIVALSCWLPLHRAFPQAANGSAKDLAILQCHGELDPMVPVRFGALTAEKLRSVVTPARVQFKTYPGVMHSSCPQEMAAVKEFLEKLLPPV
# PREPL inh = inhibitors of human prolyl oligopeptidase-like enzyme PREPL; recombinant PREPL, fluorescence polarization activity-based probe; inhibition, % at 5.96 µM; 0.68% of 320,000 active; AID 2751; in the data active means inhibition above about 43%;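 further: 0% = enzyme with DMSO and 100% = wells lacking enzyme; many of its hits are not listed in these tables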
# TPT1 inh = inhibitors of Candida albicans tRNA 2'-phosphotransferase TPT1; recombinant caTPT1, FP RNA substrate dephosphorylation; inhibition, % at 5 µM; AID 1962; 0.81% of 300,000 active;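 active means inhibition above the mean of all tested compounds plus 3 SD, set per screening campaign, cut at about 24% in these data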;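 further: plate controls were DMSO alone for no effect and ferristatin control at 100 nM for full effect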
# PP5 inh = blocks human protein phosphatase 5 activity; P53041; purified PP5c, OMFP substrate fluorescence; inhibition, % at 6.7 µM; 0.18% of 320,000 active; AID 1987;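 active means inhibition above the campaign's mean inhibition across all tested compounds plus 3 SD, cut at about 9.5% in these data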;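 further: 0% = DMSO only and 100% = 100 µM cantharidin control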
# Target sequence (P53041 whole entry, looked up): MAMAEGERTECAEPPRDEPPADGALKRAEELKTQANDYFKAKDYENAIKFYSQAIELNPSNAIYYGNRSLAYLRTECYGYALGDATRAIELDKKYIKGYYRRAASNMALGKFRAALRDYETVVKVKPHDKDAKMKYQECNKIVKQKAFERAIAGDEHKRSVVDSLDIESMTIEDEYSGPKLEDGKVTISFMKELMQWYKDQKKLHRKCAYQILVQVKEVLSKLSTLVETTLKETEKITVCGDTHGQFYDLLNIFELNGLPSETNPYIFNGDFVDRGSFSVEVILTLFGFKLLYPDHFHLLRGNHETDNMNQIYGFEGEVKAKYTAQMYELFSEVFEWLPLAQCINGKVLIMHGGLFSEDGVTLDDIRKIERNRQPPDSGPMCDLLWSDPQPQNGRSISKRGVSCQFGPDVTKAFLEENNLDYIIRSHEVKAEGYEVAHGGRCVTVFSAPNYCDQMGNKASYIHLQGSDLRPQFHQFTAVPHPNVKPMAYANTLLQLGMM
# core dimer inh = blocks dimerization of HCV core protein; TR-FRET GST/Flag-core106 dimerization, 1536-well; inhibition, % at 5 µM; 0.33% of 300,000 active;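 active means inhibition above the mean of all tested compounds plus 3 SD, set per screening campaign, cut at about 45% in these data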
#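 Assay system: Tagged HCV core106 pair (GST and Flag) | Buffer or medium: KF-containing HEPES buffer, pH 7.45, DTT, CHAPS, BSA | Also added: Eu donor and XL665 acceptor anti-tag antibodies | Dosing: One concentration, 5 µM, in 0.5% DMSO | Timing: 4 h at 22.5 °C | Technique: TR-FRET 671 and 617 nm emission | Repeats: Singlicate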
# PP1 counter = counter-screen for PP5 inhibitors: inhibitors of human PP1-alpha. P62136. purified PP1alpha, OMFP fluorescence. inhibition, % at 6.7 µM. 0.9% of 320,000 active. AID 2235;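 active means inhibition above the mean inhibition of all tested compounds plus 3 SD, computed separately for each screening campaign, cut at about 15% in these data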
# Target sequence (P62136 whole entry, looked up): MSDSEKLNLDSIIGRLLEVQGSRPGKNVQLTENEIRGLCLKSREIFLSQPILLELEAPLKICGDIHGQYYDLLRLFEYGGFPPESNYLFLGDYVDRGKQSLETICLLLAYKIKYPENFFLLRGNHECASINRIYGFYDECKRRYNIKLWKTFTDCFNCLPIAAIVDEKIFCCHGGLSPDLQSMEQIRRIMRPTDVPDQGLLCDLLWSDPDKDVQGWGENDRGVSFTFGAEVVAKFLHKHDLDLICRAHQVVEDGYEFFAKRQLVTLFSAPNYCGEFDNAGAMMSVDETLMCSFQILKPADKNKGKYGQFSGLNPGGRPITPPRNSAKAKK
# GASC-1 inh = inhibitors of human GASC-1 (JMJD2C) demethylase; Q9H3R0; inhibition, % at 2.35 µM; 0.069% of 330,000 active; GST-JMJD2C(1-420) H3K9me3 demethylation, DELFIA europium; AID 2099;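 active means more than half of a compound's replicate wells show inhibition beyond 50%, single wells judged on their own value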;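 further: signal counts dimethyl H3K9 product captured on neutravidin plate; 0% = median of DMSO wells and 100% = 0.3 times that DMSO median; strong numbers were not always called active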
# * = called active by the depositor; / = no result given.
Compound,Efflux pump inh,CTSL1 counter,LYPLA2 counter,PREPL inh,TPT1 inh,PP5 inh,core dimer inh,PP1 counter,GASC-1 inh
CC(C)CN(C(=O)CN1CCN(c2ccc([N+](=O)[O-])cc2)CC1)c1c(N)n(CC(C)C)c(=O)[nH]c1=O,-0.2,2,1,14,2,6.2,0,-4,7
N#Cc1c(N)n[nH]c1-c1cc2c([nH]1)CCCC2,0.0,2,-2,5,3,0.7,-10,2,-2
OC(COc1ccc2cc(Br)ccc2c1)CN1CCOCC1 (stereo not given),0.0,-3,2,20,1,0.3,3,2,6
Cc1cc(C(=O)COC(=O)C2=NN(c3ccccc3)C(=O)CC2)c(C)n1CC(F)(F)F,0.0,-9,1,4,-1,2.5,6,-4,5
Cc1ccc(C2C(C(=O)O)c3ccccc3C(=O)N2C)c(C)c1 (stereo not given),0.2,-5,-1,5,1,-1.9,-13,-4,-5
CCCc1cc(=O)[nH]c(SCC(=O)Nc2ccc(C)c(S(=O)(=O)N3CCCCC3)c2)n1,0.0,/,-3,-3,/,0.6,/,-2,2
CC1=C/C(=C\C=C(C#N)C#N)N(C)c2ccccc21,0.1,1,-86,-92,34*,3.9,-3,5,0
CC(C)=C(NC(=O)c1ccccc1)C(=O)N/N=C(\C)c1ccccc1O,0.0,-1,0,4,-2,3.0,-5,4,-12
O=C(N/N=C/c1ccccc1OCC(=O)N1CCCC1)C(=O)Nc1ccccc1F,0.1,8,4,2,2,0.0,-3,-1,7
O=C(OCC(=O)c1ccc(Cl)cc1Cl)c1ccc2c(c1)C(=O)N(c1cccc3ncccc13)C2=O,0.0,-1,22,24,-3,-1.6,5,-3,0
O=C(Cn1nnc(-c2ccccc2)n1)N/N=C/c1cccc([N+](=O)[O-])c1O,-0.2,1,-6,1,-4,0.1,-1,0,10
Cc1ccc(SCC(=O)NC2CCS(=O)(=O)C2)cc1C (stereo not given),0.1,/,-1,3,/,-0.9,/,-1,-8
COc1ccc(NC(=S)NCCCN2CCCC2)cc1,-0.1,-3,7,29,-5,-1.9,-2,-2,1
Cc1cc2nc(C3CCN(Cc4nnnn4Cc4ccccc4)CC3)[nH]c2cc1C,-0.1,-1,-7,-3,4,7.9,-1,2,-2
O=C(Nc1nnc(C2=COCCO2)o1)c1ccc(Br)cc1,0.1,1,-4,1,-2,2.1,-4,5,2
CN(Cc1ccccc1)C(=O)c1cccc(C(=O)N(C)Cc2ccccc2)c1,-0.1,-1,0,14,3,1.6,9,1,12
CCO[C@@H]1OC(C(=O)NC2CC2)=C[C@H](c2ccc3c(c2)OCO3)[C@H]1CCCO,-0.1,-3,-3,-2,-2,-2.3,9,2,2
COC(=O)c1ccc(OC)c(Cn2c(=O)n(C)c(=O)c3sccc32)c1,-0.1,-11,7,-11,-3,-1.7,-1,-1,-11
O=C(CSc1ccccc1)N1CCCC(N2CCN(c3ccccc3)CC2)C1 (stereo not given),0.4,-3,3,-12,1,2.6,-12,-1,-10
CC1c2[nH]c3ccccc3c2C[C@H]2C(=O)N(CCCO)CC(=O)N12 (stereo not given in full),0.2,-7,-1,-2,-3,-0.6,-7,-4,-38
C=CCn1c(SCC(=O)Nc2cc(C)on2)nc2sc(CC)cc2c1=O,0.1,5,2,2,1,-1.1,15,-1,-21
C=C1CC[C@@H]2[C@](C)(CO)[C@H](O)CC[C@@]2(C)[C@@H]1/C=C/C1=CCOC1=O,-0.1,7,4,-13,-3,1.6,-8,-2,-14
Fc1ccccc1NC(=S)N(CCN1CCCCC1)Cc1ccco1,0.2,-4,-4,-9,2,-2.1,0,-4,-18
CCCNC(=O)C(=O)N/N=C/c1ccc(OCc2ccccc2)cc1,0.1,-1,0,-1,-4,4.2,10,-4,12
O=C(C1CCN(CCCc2ccccc2)CC1)N(CCc1ccccc1)Cc1ccccc1,0.5,1,3,6,2,2.6,-4,3,-1
O=C(NCc1ccc2c(c1)OCO2)NC12CC3CC(CC(C3)C1)C2,0.0,-1,-4,-2,-2,-0.5,4,-3,5
CCC(=O)c1ccc(OCC(=O)OC(C)C(=O)N2CCc3ccccc32)cc1 (stereo not given),0.1,-6,0,5,-3,0.6,6,-2,2
Cc1cc(C(=O)Nc2ccccc2N2CCOCC2)ccc1[N+](=O)[O-],0.0,1,-1,6,1,-1.6,4,-1,-3
CCN(CC)S(=O)(=O)N1CCC(C(=O)NCc2ccc3c(c2)OCO3)CC1,0.8,3,-3,15,0,1.1,-6,-2,-12
Cc1c(Cl)cccc1N1C(=O)c2ccccc2C1=O,-0.1,-2,-6,-3,1,2.2,-5,0,3
COc1ccc(Cl)cc1C(=O)NCC(c1ccco1)N(C)C (stereo not given),0.1,0,3,-4,-1,1.5,5,-2,-6
COc1cccc(CNC(=O)CN(C)S(=O)(=O)c2ccc(Br)s2)c1,0.3,0,0,-2,-2,1.6,4,1,-9
Cc1cc(C(=O)Cn2nnc3ccccc3c2=O)c(C)n1-c1ccccc1F,0.1,-2,13,-12,-8,1.5,11,2,17
Cc1cccc(S(=O)(=O)Nc2nc3ccccc3nc2Nc2ccc3c(c2)OCO3)c1,10.0*,-7,4,8,-2,4.5,19,3,-2
O=C1CC(=O)Nc2cc(S(=O)(=O)NCc3cccs3)ccc2N1,-0.1,-1,0,-1,-2,0.1,-2,0,-3
Fc1cccc(CCN2CCNC[C@H]2Cc2cccc3ccccc23)c1,-0.1,-3,-2,-55,-6,1.6,-15,2,-3
c1ccc(C[C@H]2CN=C(Nc3ccccc3)N2CCC2CCCC2)cc1,-0.1,7,23,41,-2,-6.2,-27,5,-3
COc1ccccc1NC(=O)Cc1noc(CSc2n[nH]c(N)n2)n1,0.3,-4,-1,10,1,-2.0,4,-4,-4
CCCCOc1ccc(C(=O)Nc2ccc(N3CCN(C(=O)C(C)C)CC3)cc2)cc1,-0.1,5,2,8,-2,1.2,10,3,7
Nc1nnc(SCC(=O)N2CCc3ccccc3C2)s1,0.0,-4,1,1,1,-1.8,3,-1,-8
Cc1ccc(S(=O)(=O)N(C)C)cc1NC(=O)c1ccccc1Br,0.0,2,-4,-3,-5,3.5,8,-3,37
COc1cccc(C(=O)N2CCN(C3CCC(c4ccccc4)CC3)CC2)c1OC (stereo not given),0.2,-5,9,0,-2,3.0,11,0,-3
Clc1ccc(-c2ccnc(Oc3ccc4ccccc4c3)n2)cc1,-0.2,-1,3,13,-3,-3.2,0,-1,-4
CCc1nccn1CCC(=O)N1CCCC(N2CCN(c3ccccc3F)CC2)C1 (stereo not given),0.1,-1,3,8,2,2.0,0,-1,21
O=c1c2c3c(sc2nc2sc(CN4CCCCC4)cn12)CCCC3,0.0,6,3,-4,0,2.0,3,0,-24
COc1ccc([N+](=O)[O-])cc1NC(=O)C(C)Sc1nc(C)c(C)c(C)n1 (stereo not given),-0.1,-2,-4,-3,0,2.6,-2,-2,8
O=C(Oc1cccc2c(=O)[nH]ccc12)c1ccccc1,-0.2,1,8,28,-2,-2.2,0,-3,6
Cc1ccc(C(=O)OCC(=O)NCC2CCCO2)c(C)c1 (stereo not given),-0.1,-6,0,5,0,0.6,-1,1,13
CC1CCCCC1NS(=O)(=O)c1ccc2c(c1)CCC(=O)N2 (stereo not given),-0.1,/,1,5,/,-0.2,/,1,11
COc1ccc(OC)c2[nH]c(=O)c(CCNC(=O)C(C)(C)C)cc12,0.3,-1,0,-2,2,0.9,2,-1,4
COc1cccc(CNC(=O)CCS(=O)(=O)c2ccc3c(c2)NC(=O)C(C)S3)c1 (stereo not given),-0.1,1,-9,6,-2,-0.6,13,0,0
CCCCCN(C(=O)CCC(=O)OCc1cccc(Cl)c1)c1c(N)n(CCCC)c(=O)[nH]c1=O,0.1,-8,2,6,0,1.3,4,-4,6
CCCCn1nc(NC(=O)COC)c2cc3ccc(C)cc3nc21,-0.2,4,0,9,-4,1.6,3,-2,12
Cc1nn(CCc2nn[nH]n2)c2nc(C(F)(F)F)cc(C(F)(F)F)c12,-0.1,5,2,19,-2,4.0,2,-2,3
C/C(=N\NC(N)=O)c1ccccc1,0.0,-4,1,0,0,-3.0,-1,-4,-2
COc1ccc(O)c(C(=O)c2cnn(S(=O)(=O)c3ccc(C)cc3)c2)c1,0.4,/,4,5,/,5.9,/,2,12
CN(C(=O)CSC1=NC2C(N=N1)c1cc(Br)ccc1N2C)C1CCCCC1 (stereo not given),0.1,1,-1,8,-6,-0.9,5,2,-11
O=Cc1c(N2CCSCC2)nc2ccccn2c1=O,0.0,0,6,5,-2,-1.9,-2,-5,2
COc1ccc(NC(=O)Nc2nccs2)cc1,-0.1,-4,3,7,-3,0.8,-5,-1,3
Cc1ccc(C(=O)NCCSc2ccccc2)cc1S(=O)(=O)Nc1ccccc1,-0.4,2,-16,-1,1,2.9,3,2,-1

# A second format for part of the listing above.
SMILES: CCCCCN(C(=O)CCC(=O)OCc1cccc(Cl)c1)c1c(N)n(CCCC)c(=O)[nH]c1=O
  Efflux pump inh: 0.1
  CTSL1 counter: -8
  LYPLA2 counter: 2
  PREPL inh: 6
  TPT1 inh: 0
  PP5 inh: 1.3
  core dimer inh: 4
  PP1 counter: -4
  GASC-1 inh: 6

SMILES: CCCCn1nc(NC(=O)COC)c2cc3ccc(C)cc3nc21
  Efflux pump inh: -0.2
  CTSL1 counter: 4
  LYPLA2 counter: 0
  PREPL inh: 9
  TPT1 inh: -4
  PP5 inh: 1.6
  core dimer inh: 3
  PP1 counter: -2
  GASC-1 inh: 12

# Next records follow:
Compound,Efflux pump inh,CTSL1 counter,LYPLA2 counter,PREPL inh,TPT1 inh,PP5 inh,core dimer inh,PP1 counter,GASC-1 inh
Cc1cc2c(cn1)C(CCC#N)(CCC#N)c1ccccc1-2,-0.2,-2,5,3,1,0.0,3,2,14
CCOc1ccc(NC(=O)CSc2n[nH]c(N)n2)c([N+](=O)[O-])c1,0.1,-5,8,11,-3,0.7,-10,1,-17
O=C(Nc1nnc(-c2ccccc2Cl)o1)c1nc2ccccc2s1,-0.2,4,1,0,1,-0.4,34,40*,0
NS(=O)(=O)c1cc2c(cc1Cl)NC(C1C[C@H]3C=C[C@@H]1C3)NS2(=O)=O (stereo not given in full),0.0,-3,0,4,-2,2.4,-1,-3,-5
O=C(CSc1n[nH]c(-c2cccs2)n1)N1CCN(S(=O)(=O)c2ccc3ccccc3c2)CC1,0.0,-3,-4,8,-5,-1.1,17,2,11
C=CCSc1ncccc1C(=O)NCCc1ccccc1,0.0,2,-7,1,0,-1.2,2,-3,-15
CCN1CCN(c2ccc(S(=O)(=O)N3CCOCC3)cc2NC(=O)/C=C/c2ccc([N+](=O)[O-])cc2)CC1,0.3,2,-2,38,4,4.4,3,3,-11
CCOc1ccc(S(=O)(=O)N2CCCCC2)cc1NC(=O)C1COc2ccccc2O1 (stereo not given),-0.3,/,-6,12,/,4.0,/,9,-4
CC(=O)c1ccc2c(c1)OCCOCCOCCO2,-0.1,1,4,22,-3,-1.5,-4,-1,8
COc1ccccc1C(=O)OCc1ccc2sc(C)nc2c1,0.0,-2,0,0,-1,1.0,-1,2,-21
O=C(CN1CCC(C(=O)c2ccc3c(c2)OCCO3)CC1)NCc1ccccc1,0.1,-5,0,6,-4,-0.1,-1,0,7
COc1cccc(CNc2ccc([N+](=O)[O-])cc2C)c1,0.0,-1,3,25,-2,-0.2,4,0,-15
O=C(/C=C/c1ccc2ccccc2n1)N1CCN(S(=O)(=O)c2ccc(F)cc2)CC1,0.0,7,-4,14,10,3.2,14,0,-4

# The list is partial, so the mix of outcomes need not match the whole.
